RPL19A-GFP yeast: RPL19A-GFP expression modulators in yeast, primary screen, cell-based, S. cerevisiae, multiplex flow cytometry, MLPCN; percent response vs DMSO, % at 10 µM; 330,000 compounds, 0.3% hits; AID 2025, 2009; S. cerevisiae RPL19A-GFP strain, 3 h; active compounds read low;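 active = percent response vs DMSO below 50%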;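 also: median channel GFP fluorescence of the barcoded RPL19A-GFP strain; ratio of sample median GFP to plate DMSO average so 100% = DMSO; lower means less RPL19A-GFP as with rapamycin TOR inhibition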
ZTA counter: blocks Epstein-Barr virus ZTA, an EBNA-1 counter-screen | P03206 | ZTA-DNA binding, fluorescence polarization | inhibition, % at 11 µM | 320,000 compounds, 0.15% hits | AID 2234; in the data active = inhibition above about 33%
proCasp3 act: activators of human procaspase-3 D3A mutant, primary screen, biochemical, absorbance, PC-3 D3A mutant, single concentration; Caspase-3 (Homo sapiens), P42574; activation, % at 8.5 µM; recombinant procaspase-3 D3A, Ac-DEVD-pNA absorbance 405 nm; 330,000 compounds, 0.11% hits;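 active = activation above the mean of all tested compounds plus 3 SD, cut at about 21% in these data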;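 also: 0% = DMSO alone and 100% = DMSO wells spiked with extra 5 µM PC-3 D3A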
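System: Procaspase-3 D3A mutant. Medium: Zinc-free 300 mM NaCl, 50 mM HEPES, 0.01% Triton X-100. Schedule: 1 h preincubation plus 2 h reaction at 25 °C. Measured by: 405 nm absorbance of p-nitroaniline, reads at 0 and 120 min. Read-out: percent activation relative to control range.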
AHR activator: AHR activators, primary screen, cell-based, luminescence, luciferase reporter, human. Aryl hydrocarbon receptor (Homo sapiens), P35869. AHR-responsive luciferase reporter cells. activation, % at 5 µM. 320,000 compounds, 2.5% hits; in the data active = activation above about 47%;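 also: 0% = vehicle wells and 100% = reference agonist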
procasp7 counter: procaspase-7 activators, primary screen, counter-screen for procaspase-3 activator project, biochemical, absorbance, HTS, human; Caspase-7 (Homo sapiens), P55210; recombinant procaspase-7, Ac-DEVD-pNA absorbance 405 nm; D23A/D198A/D206A triple mutant, cannot self-cleave; scale: DMSO 0, 5 µM enzyme 100; activation, % at 8.5 µM; 330,000 compounds, 0.093% hits; AID 463210, 2010;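 active = percent activation above the screen-wide mean plus 3 SD, cut at about 25% in these data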
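Test system: Procaspase-7 triple mutant (PC-7 D3A). Also added: Ac-DEVD-pNA substrate, 400 µM as added. Schedule: 1 h enzyme–compound preincubation and 2 h substrate reaction, both 25 °C. Signal: p-Nitroaniline absorbance at 405 nm, read at 0 and 120 min. Control set: low DMSO alone, high DMSO plus 5 µM PC-7.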
MEP2 TOR yeast: modulators of MEP2-GFP levels in yeast, primary screen, S. cerevisiae, multiplex flow cytometry, MLPCN library; S. cerevisiae MEP2-GFP strain, 3 h; 100% = DMSO control level; GFP response vs DMSO, % at 10 µM; 330,000 compounds, 0.51% hits; AID 2016, 2009;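 active = GFP response versus DMSO above a set limit, roughly screen mean plus 3 SD, cut at about 180% in these data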;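 also: median GFP fluorescence of the barcode-gated MEP2-GFP cells per well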
LAP4-GFP MLPCN: modulators of LAP4-GFP expression in yeast, primary screen, S. cerevisiae, multiplex flow cytometry, MLPCN library; 3 h; median GFP as percent of DMSO wells; GFP response vs DMSO, % at 10 µM; 320,000 compounds, 0.34% hits; AID 2023, 2009;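 active = GFP response vs DMSO above a set limit, about the screen mean plus 3 SD, cut at about 150% in these data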
EBNA-1 inh: EBNA-1 DNA-binding inhibitors, primary screen, biochemical, fluorescence polarization. inhibition, % at 14.8 µM. 300,000 compounds, 0.34% hits; in the data active = inhibition above about 28%
* = called active by the depositor; / = not tested or not shown; [ ] = dose if it differs, or a comment. Hits appear at their usual frequency. About 3.8% of those tested had a hit in this group.

The line under a structure holds: RPL19A-GFP yeast	ZTA counter	proCasp3 act	AHR activator	procasp7 counter	MEP2 TOR yeast	LAP4-GFP MLPCN	EBNA-1 inh
O=C(NC1CCCCC1)C1CCC(=O)N(C2CC2)C1 (stereo unspecified)
    93	12	-1	0	-2	94	103	-5
Cc1cc(=O)[nH]c2c(C)c(N)ccc12
    95	4	7	0	5	91	83	1
CC(c1ccccc1)C(CC(=O)O)C(=O)Nc1ccc(Cl)c(Cl)c1 (stereo unspecified)
    103	-14	-9	5	-4	104	89	-16
CC(=O)N1CCN(c2ccc(NC(=O)c3ccco3)cc2Cl)CC1
    95	9	-4	3	-3	101	101	2
CCOC(=O)c1nnn(-c2ccccc2)c1C
    100	2	0	3	-3	101	98	0
Cc1cc(C(=O)NC2CC2)c2ccccc2n1
    101	-2	2	1	-7	103	109	-1
Cc1ccc(-c2cc(-c3ccco3)c(C#N)c(=O)[nH]2)cc1
    89	5	-9	6	-1	91	94	-10
O=C(NC1CCCCC1)C1CCN(c2nnnn2-c2ccccc2)CC1
    96	-7	1	1	-3	94	98	-9
CCCN(CCC)c1ccc(/C=C/c2ccc3cc(OCC)ccc3n2)cc1
    76[may fluoresce violet]	1	-43	3	-52	231*[may fluoresce violet]	96[may fluoresce violet]	-8
O=[N+]([O-])c1cccc(/C=N\N=C2c3ccccc3-c3ccccc32)c1O
    103	-9	0	31	-1	85	94	-5
CCOC(=O)c1c(C)[nH]c(C(=O)OC/C(O)=C(\C#N)c2nc3ccccc3[nH]2)c1C
    99	11	6	16	4	102	97	-1
N/C(=N\c1nc(CSc2ccc(Cl)cc2)cc(=O)[nH]1)Nc1cccc2ccccc12
    96	1	0	3	3	100	98	-7
O=c1[nH]c(-c2ccco2)nc2sc3c(c12)CCCC3
    96	21	-3	4	-6	96	109	5
Cc1cc(C(=O)COC(=O)c2ccccc2O)c(C)n1Cc1cccs1
    99	3	1	2	3	102	102	-3
O=C(CCC1CCCC1)Nc1cccc(Cc2ccncc2)c1
    100	-1	-2	2	-2	116	110	-17
O=C(COC(=O)Cc1ccc(S(=O)(=O)N2CCOCC2)s1)NCc1ccccc1
    102	10	-2	-1	-5	107	104	15
CC(C)CC(=O)C1=C(O)C(=O)N(Cc2ccccc2)C1c1ccccc1 (stereo unspecified)
    108	0	3	0	3	115	97	-9
COc1cc(C2NC(=O)NC(C)=C2C(=O)OC2CCC(C)CC2)ccc1O (stereo unspecified)
    103	3	1	-2	-6	106	92	-6
CC(C)CCNC(=O)NC(=O)CSc1nnc(-c2ccccc2F)n1N
    101	-4	4	5	3	108	111	-6
O=C(CSc1nc2ccccc2[nH]1)Nc1c(F)cccc1F
    94	-1	4	-1	2	90	/	-23
O=C(NCCS(=O)(=O)N1CCN(c2ccc(F)cc2)CC1)C12CC3CC(CC(C3)C1)C2
    95	6	4	2	1	97	99	-3
COc1ccc(C2=NOC(C(=O)NCc3cccnc3)C2)cc1 (stereo unspecified)
    102[may fluoresce violet]	11	2	-1	4	132[may fluoresce violet]	86[may fluoresce violet]	11
O=C(NC1CCN(C(=O)c2cccs2)CC1)c1ccccc1
    97	0	7	-2	11	97	104	10
N#C/C(=C\c1ccc(-c2cccc(Cl)c2)o1)C(=O)Nc1cccc2cccnc12
    100	6	11	11	2	112	101	-9
CN(C)c1c(F)cc(-c2nn[nH]n2)cc1F
    101	-16	-5	4	6	109	120	-9
Cc1ccc(NC2CCCN(C(=O)c3ccccc3-c3ncc[nH]3)C2)cc1C (stereo unspecified)
    102	-22	-1	13	4	96	101	-12
CCc1cc(=O)oc2cc(OC(C)C(=O)NCCCn3ccnc3)ccc12 (stereo unspecified)
    101	-5	4	3	0	99	94	5
COc1ccc(OC)c(S(=O)(=O)N2CCC(c3nc4ccccc4[nH]3)CC2)c1
    98	4	14	4	-1	104	109	-4
CCOC(=O)C[C@H]1c2ccc(C(F)(F)F)cc2S(=O)(=O)N1C1CCCC1
    99	-15	15	0	6	98	97	0
Cc1ccc(N2C(=O)c3cccc4c([N+](=O)[O-])ccc(c34)C2=O)c2cccnc12
    100	-3	-12	3	-3	104	116	-3

(further entries)
The line under a structure holds: RPL19A-GFP yeast	ZTA counter	proCasp3 act	AHR activator	procasp7 counter	MEP2 TOR yeast	LAP4-GFP MLPCN	EBNA-1 inh
O=S1(=O)NC(C2CC2c2ccccc2)CCO1 (stereo unspecified)
    104	16	1	-3	2	95	102	-8
CC(C)N(CCn1cnc2c([nH]c3ccccc32)c1=O)C(C)C
    103	-2	-3	15	-1	102	111	0
COc1ccc(N2CCN(CCCNC(=O)C3CCCN(S(=O)(=O)c4c(C)n[nH]c4C)C3)CC2)cc1 (stereo unspecified)
    91	20	4	-1	6	96	104	5
Cc1ccc(C(=O)NCc2ccco2)cc1S(=O)(=O)N1CCOCC1
    94	-17	1	1	5	97	98	-23
CN(C)c1ccc(/C=N/NC(=O)c2cc(=O)[nH]c3ccccc23)cc1
    98	17	9	4	3	101	100	0
Cc1cccc(Cn2nnc3c2C(=O)c2ccccc2C3=O)c1
    93	4	-11	4	0	92	103	11
Cc1nn(-c2ccccc2)c2c1C(c1ccco1)C(C#N)=C(N)O2 (stereo unspecified)
    106	-1	-9	17	-1	109	108	4
CCCC(=O)Nc1ccc(-c2ccc(NC(=O)CCC)cc2)cc1
    101	0	2	-2	1	98	94	2
CCO/C(C)=N/n1c2nc3ccccc3nc2c2c(=O)n(CC(C)C)c(C)nc21
    96	3	-6	-1	4	97	94	6
COc1ccccc1OCCNC(=O)c1cc([N+](=O)[O-])cc([N+](=O)[O-])c1
    96	-15	1	9	9	92	107	6
CC(C)CCn1c(O)c(N=NC(=O)c2ccco2)c2ccccc21
    106	-5	7	19	-8	106	90	4
Cc1cc(C)cc(C(=O)N2CCN=C2SCc2ccc([N+](=O)[O-])cc2)c1
    98	-1	12	-2	-9	100	98	-14
CCCC(=O)Nc1nnc(SCC(=O)NC2CC2)s1
    105	6	4	1	3	111	94	6
CCN1CCN(CCCNC(=O)c2ccc(NC(=O)C3=C(C)OCCS3)cc2)CC1
    97	-6	1	-1	9	111	93	2
O=C(CCCOc1ccc(Br)cc1)NCCc1ccc(OC(F)F)cc1
    105	-28	-1	0	-6	104	108	3
CCCC/C(O)=C/c1nc2ccccc2[nH]c1=O
    99	0	6	30	-4	104	97	4
COc1ccc(C(=O)CC2(C(=O)O)CCCCC2)cc1
    104	-3	4	-1	-4	98	98	6
CC(C)Oc1ccc(CNS(=O)(=O)c2csc(C(N)=O)c2)cc1
    93	10	5	5	14	95	84	-8
CCS(=O)CCSc1nc2ccccc2s1 (stereo unspecified)
    96	-8	-7	18	-1	101	95	-5
CC(C)(C)OC(=O)N1CCC[C@H]1C(=O)N/N=C/c1cccc2cccnc12
    92	6	-8	-1	-2	92	96	8
CCn1cc(/C=C(\NC(=O)c2ccc(OC)c(OC)c2)C(=O)NCCCO)c2ccccc21
    97	1	-3	6	2	98	114	-2
Cc1[nH]c2ccccc2c1Cc1nnc(SCC(N)=O)o1
    96	-12	2	15	-8	103	103	-4
CCCCNC(=O)N1CCCC(N(C)CCc2ccc(OC)c(OC)c2)C1 (stereo unspecified)
    97	0	-5	-1	-1	100	98	-1
COc1ccccc1NS(=O)(=O)c1cc(NC(=O)Nc2ccccc2)ccc1N1CCCCC1
    97	0	-7	6	1	95	93	8
Cc1ccc(C(=O)n2nnc3ccccc32)cc1[N+](=O)[O-]
    /	3	7	-1	4	/	/	4
O=C(N/N=C/c1ccc([N+](=O)[O-])cc1)c1cccc2cc[nH]c12
    95	22	6	-1	4	108	123	6
O=C(CNC(=O)c1ccccc1)N=Nc1c(O)[nH]c2ccc(Br)cc12
    98	-8	-10	8	-7	88	97	-7
CCOC(=O)C1CCCc2c1[nH]c1c(C(=O)O)cccc21 (stereo unspecified)
    102	-28	5	3	-1	108	112	3
CC1(C)Cc2c(cnn2-c2cccc(F)c2)C(NC(=O)c2ccc(=O)[nH]n2)C1 (stereo unspecified)
    100	-3	-4	1	-2	107	93	-14
CC12CCC(C(=O)Nc3cccc4ccccc34)(C1Br)C2(C)C (stereo unspecified)
    98	-1	-4	14	3	97	99	-13

Gathered by group, the entries above with two or more sulfur atoms (4)
The line under a structure holds: RPL19A-GFP yeast	ZTA counter	proCasp3 act	AHR activator	procasp7 counter	MEP2 TOR yeast	LAP4-GFP MLPCN	EBNA-1 inh
O=C(COC(=O)Cc1ccc(S(=O)(=O)N2CCOCC2)s1)NCc1ccccc1
    102	10	-2	-1	-5	107	104	15
CCCC(=O)Nc1nnc(SCC(=O)NC2CC2)s1
    105	6	4	1	3	111	94	6
CC(C)Oc1ccc(CNS(=O)(=O)c2csc(C(N)=O)c2)cc1
    93	10	5	5	14	95	84	-8
CCS(=O)CCSc1nc2ccccc2s1 (stereo unspecified)
    96	-8	-7	18	-1	101	95	-5

Carrying on:
The line under a structure holds: RPL19A-GFP yeast	ZTA counter	proCasp3 act	AHR activator	procasp7 counter	MEP2 TOR yeast	LAP4-GFP MLPCN	EBNA-1 inh
CC1(C)CC2CC(C)(CN2C(=O)COC(=O)c2cncc(Br)c2)C1 (stereo unspecified)
    95	-4	-3	0	3	95	97	/
O=C(NCc1ccco1)c1cc2c(s1)CSC2
    /	9	-16	-1	-19	103	104	8
CCc1ccc(CNC(=O)CC2C(=O)NCCN2Cc2ccccc2F)nc1 (stereo unspecified)
    98	9	-7	2	-1	109	88	10
Cc1nn(C)c(C)c1C1Nc2ccccc2C(=O)N1O (stereo unspecified)
    98	5	4	19	4	102	101	1
CC(CCc1ccccc1)NCC(O)COc1ccccc1 (stereo unspecified)
    101	-23	-7	0	9	100	93	-15
C=CCOC(=O)/C(=C\C=C\c1ccccc1)NC(=O)c1ccccc1
    96	-6	-4	7	13	93	91	20
COc1ccccc1OCC(=O)Nc1cc(Cl)ccc1Oc1ccccc1
    110	8	-1	3	-2	107	97	-10
CC(C)c1ccc(OCC(=O)N(Cc2ccccc2)c2ccccn2)cc1
    100	2	8	4	8	95	94	1
Cc1ccc(NN=Nc2nc3c([nH]2)c(=O)n(C)c(=O)n3C)cc1
    104	-28	0	23	1	106	100	-2
CCN1C(=O)[C@H]2[C@@H](c3ccc(-c4cccc(Cl)c4)c(OC)c3)N3CCCC[C@@]3(C(=O)OC)[C@H]2C1=O
    105	/	-5	1	-6	102	111	/
CCOC(=O)c1sc(NC(=O)c2cccnc2)nc1C
    101	6	10	8	-4	87	86	-3
COc1ccc(CN([C@H](C)CO)S(=O)(=O)N(Cc2ccccc2)[C@H](CO)C(C)C)cc1
    95	5	1	2	6	88	102	/
Cc1ccc(C)c(NC(=O)CSc2nnc(-c3cc(C)[nH]n3)n2N)c1
    99	-13	2	1	-5	95	96	-27
Cc1cc2c(C)nc(N/N=C/c3ccc(F)cc3)nc2o1
    97	15	6	46	-13	101	100	8
COc1ccc(CNC(=O)c2ccccc2SC)cc1
    100	-7	2	6	2	93	98	10
Cc1ccc(NC(=O)c2cccc(NC3=NC4CS(=O)(=O)CC4S3)c2)cc1 (stereo unspecified)
    112	3	-5	3	5	108	113	1

Screens as filed in PubChem.
